# Source: PubChem
# V1aR counter: agonists of human V1a receptor, primary screen, counter-screen for OXTR agonist project, fluorescence, CHO-V1R cells; Vasopressin V1a receptor (Homo sapiens), P37288; Fluo-8 calcium fluorescence, agonist mode; 0% DMSO, 100% 3 nM vasopressin; activation, % at 3 µM; actives 0.25% (n = 320,000);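 active means activation above the mean activation of all tested compounds plus 3 SD, per screening run, cut at about 20% in these data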;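 further: signal is peak over basal fluorescence ratio across a 100 second FLIPR read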
# TAAR1 antagonist: human TAAR1 antagonists, primary screen, Fluo-8 calcium fluorescence, CHO RD-HGA16 cells | antagonist | inhibition, % at 3 µM | actives 1.5% (n = 360,000) | AID 624466, 2012;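 active means inhibition above a per-plate cutoff, the mean inhibition of test compounds on that plate plus 3 SD, cut at about 49% in these data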;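 further: 0% = DMSO plus EC80 beta-PEA response and 100% = DMSO alone without agonist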
# Target sequence (Q96RJ0 whole entry, looked up): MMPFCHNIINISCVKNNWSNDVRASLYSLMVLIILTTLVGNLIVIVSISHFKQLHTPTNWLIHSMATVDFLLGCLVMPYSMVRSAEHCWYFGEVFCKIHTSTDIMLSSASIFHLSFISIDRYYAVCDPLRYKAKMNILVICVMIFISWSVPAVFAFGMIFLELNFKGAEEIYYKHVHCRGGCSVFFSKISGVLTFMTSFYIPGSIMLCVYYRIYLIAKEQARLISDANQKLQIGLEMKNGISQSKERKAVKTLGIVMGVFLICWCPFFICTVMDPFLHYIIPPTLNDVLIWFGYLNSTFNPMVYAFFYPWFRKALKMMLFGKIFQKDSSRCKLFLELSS
#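 test system = CHO RD-HGA16 cells bearing hTAAR1 | replication = singlicate | controls = DMSO-only wells and EC80 β-PEA-stimulated wells | reagent = EC80 β-phenethylamine stimulus | read-out basis = percent inhibition of PEA-evoked calcium signal, max/basal emission ratio | schedule = seeding 17-24 h prior, 75-min 37 °C, 30-min RT dye loading | signal = kinetic Fluo-8 calcium fluorescence measurement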
# GPR7 antagonist: GPR7 receptor antagonists, primary screen, cell-based, fluorescence, single concentration | Neuropeptides B/W receptor type 1 (Homo sapiens), P48145 | GPR7-expressing cells, fluorescence antagonist assay | inhibition, % at 4.4 µM | actives 1.1% (n = 290,000); in the data active means inhibition above about 16%, passing the limit was not always enough;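 further: cells stimulated with the agonist NPW; 0% = agonist with vehicle and 100% = vehicle without agonist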
# Target sequence (P48145 whole entry, looked up): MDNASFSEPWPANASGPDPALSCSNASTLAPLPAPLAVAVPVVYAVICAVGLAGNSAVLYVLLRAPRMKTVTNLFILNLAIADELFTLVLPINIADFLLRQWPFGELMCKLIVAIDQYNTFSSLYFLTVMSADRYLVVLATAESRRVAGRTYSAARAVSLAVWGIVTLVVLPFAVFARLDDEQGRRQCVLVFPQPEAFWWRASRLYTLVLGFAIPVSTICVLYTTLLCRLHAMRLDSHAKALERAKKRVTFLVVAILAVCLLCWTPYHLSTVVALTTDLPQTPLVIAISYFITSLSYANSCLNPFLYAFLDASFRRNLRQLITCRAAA
# CHO-K1 Ca ag: counter-screen for M1 agonists: effect in parental CHO-K1 cells | Fluo-8 calcium fluorescence; scaled to maximal ATP response, vehicle zero | activation, % at 3 µM | actives 0.48% (n = 360,000); in the data active means activation above about 15%;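 further: untransfected CHO-K1 host cells lacking M1 receptor as counterscreen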
# OXTR potentiator: human OXTR potentiators, primary screen, fluorescence, CHO-OTR cells, Fluo-8 calcium | Fluo-8 calcium fluorescence, potentiator mode; 0% = oxytocin EC15, 100% = EC100 | activation, % at 3 µM | actives 0.061% (n = 320,000) | Oxytocin receptor (Homo sapiens), P30559;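 active means activation above that plate's cutoff, the mean activation of tested compounds plus 3 SD, cut at about 6.6% in these data, passing the limit was not always enough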;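 further: 100% uses oxytocin at 75 nM as the full agonist control; some results filed as inactive read as strong as hits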
# Target sequence (P30559 whole entry, looked up): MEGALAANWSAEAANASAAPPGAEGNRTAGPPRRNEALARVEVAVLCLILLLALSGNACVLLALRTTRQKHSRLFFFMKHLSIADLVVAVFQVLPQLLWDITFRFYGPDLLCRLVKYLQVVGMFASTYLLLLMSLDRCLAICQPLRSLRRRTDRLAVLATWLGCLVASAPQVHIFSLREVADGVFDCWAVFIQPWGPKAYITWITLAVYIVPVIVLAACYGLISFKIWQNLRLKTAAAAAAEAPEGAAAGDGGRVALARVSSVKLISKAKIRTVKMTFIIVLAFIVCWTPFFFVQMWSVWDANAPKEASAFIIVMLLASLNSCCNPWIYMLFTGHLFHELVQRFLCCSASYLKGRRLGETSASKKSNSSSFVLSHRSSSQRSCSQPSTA
#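 Assay system: CHO-OTR cells, human receptor / Also added: oxytocin at about EC15, sub-maximal agonist stimulus / Dosing: single dose, 3.0 µM nominal final compound concentration / Incubation: 6 min pre-incubation, 100 s read / Technique: Fluo-8 calcium dye fluorescence / Read-out: % activation vs EC15 and EC100 oxytocin / Benchmarks: EC15 oxytocin low, 75 nM oxytocin high / Replicates: singlicate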
# M1 PAM parental: nonselective calcium activators in parental CHO-K1 cells, primary screen, counter-screen for M1 PAM project, cell-based, Fluo-8 calcium fluorescence, full deck, 1536-well; ATP EC20; 0% at ATP EC20, 100% at ATP max; activation, % at 3 µM; actives 0.02% (n = 360,000); AID 602247, 2012;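 active means activation above the run cutoff, the mean activation of all test compounds plus 3 SD, cut at about 40% in these data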;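 further: peak over basal fluorescence ratio in a 140 s read after ATP addition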
# CHO parental Ca: ATP-evoked calcium signal inhibitors, parental CHO, primary screen, counter-screen for OX1R antagonist project, cell-based, fluorescence, Fluo-8 calcium dye; actives 0.63% (n = 330,000); inhibition, % at 5.6 µM; AID 463079, 2010; parental CHO-K1, ATP-induced calcium, Fluo-8 fluorescence;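 active means inhibition above that plate's mean sample inhibition plus 3 SD, cut at about 26% in these data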;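 further: 0% = ATP-challenged DMSO wells and 100% = DMSO wells without ATP; some compounds past the cut are filed as inactive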
#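 Assay system: untransfected parental CHO cell line. Also added: ATP agonist challenge. Dosing: one dose, 5.6 µM nominal. Measured by: Fluo-8 fluorescence. Read-out: % inhibition. Benchmarks: ATP wells versus no-ATP DMSO wells. Repeats: no replicates.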
# CHO-K1 Ca antag: counter-screen for M1 antagonists: effect in parental CHO-K1 cells; actives 0.6% (n = 360,000); inhibition, % at 3 µM; ATP-induced calcium, Fluo-8 fluorescence;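 active means inhibition above a per-plate cutoff, the plate's mean sample inhibition plus 3 SD, cut at about 24% in these data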;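 further: 0% = DMSO plus EC80 ATP and 100% = DMSO alone without ATP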
# OXTR ag: human OXTR agonists, primary screen, fluorescence, CHO-OTR cells, Fluo-8 calcium. Fluo-8 calcium fluorescence; normalized: DMSO 0%, oxytocin 100%. activation, % at 3 µM. actives 0.32% (n = 320,000);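 active means activation above the mean of all tested compounds plus 3 SD, cutoff set per screening run, cut at about 20% in these data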;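 further: peak over basal fluorescence ratio from a 100 s FLIPR kinetic read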
# The depositor's hits bear a star; . = no result given; & = joins results of further samples.
# The line under a structure holds: V1aR counter, TAAR1 antagonist, GPR7 antagonist, CHO-K1 Ca ag, OXTR potentiator, M1 PAM parental, CHO parental Ca, CHO-K1 Ca antag, OXTR ag
CN1CCN(c2oc(Cc3cccc4ccccc34)nc2C#N)CC1
 : 0.8, -31, -10, 0.8, -9, -3, -21, 1, 6.0
Cn1cc(/C=C2\SC(=S)N(NC(=O)c3cccc(Cl)c3)C2=O)c2ccccc21
 : ., -16, -9, 1.6, ., 10, ., -11, .
COC(=O)c1cc(S(=O)(=O)NCC2CCN(Cc3ccccc3F)CC2)c[nH]1
 : 0.4, -21, 4, 0.4, -4, 6, -3, -5, 0.5
O=[N+]([O-])c1cccc(NC(=S)N2CCN(S(=O)(=O)c3ccccc3)CC2)c1
 : 1.1, -3, -20, 7.2, -8, 1, -9, -6, 1.9
Cc1noc(C)c1C(=O)NCCC1=CCCCC1
 : 0.1, 5, -11, 0.2, -3, 15, -9, -5, -0.7
Cc1[nH]n(-c2ccccc2)c(=O)c1C(c1cccc([N+](=O)[O-])c1)c1c(C)[nH]n(-c2ccccc2)c1=O
 : 10, 46, -9, 6.7, -12, -11, 5, 7, 24*
CCC(=O)c1ccc(OCC(=O)Nc2ccccc2C(=O)N2CCCCC2)cc1
 : 0.3, 30, ., 3.6, -12, -1, -30, 6, -0.5
COc1ccc(S(=O)(=O)Nc2ccccc2-c2nc3ccccc3[nH]c2=O)cc1
 : 6.3, 16, 6, 3.6, -15, 7, -5, 1, 4.5
NC(=O)c1ccc(NC(=O)COC(=O)/C=C/c2cn(-c3ccccc3)nc2-c2cccnc2)cc1
 : -0.5, 19, 0, 1.0, -2, -9, 2, 11, -0.2
Cc1cc([N+](=O)[O-])nn1CCCC(=O)NC(C)c1ccccc1 (stereo unspecified)
 : 0.6, -3, -9, 0.1, 3, 8, -8, -12, 0.3
O=C(CCl)N1c2ccccc2CCc2ccccc21
 : 0.3, -16, -10, 0.0, -6, 24, 1, -15, -0.4
COc1ccc(OCC(=O)OC(C)CN2CCOCC2)cc1 (stereo unspecified)
 : 1.0, 14, 18*, 0.5, -14, 20, 4, -11, -0.8
Nc1cc2c(cc1C(=O)c1cccc(Br)c1)OCCO2
 : 0.0, 2, -23, -0.1, -4, 18, -9, -9, -1.0
COc1ccc(CN2C(=O)c3cccc4cccc(c34)C2=O)cc1
 : -0.8, -18, -11, 1.5, -4, 18, -9, -11, 0.8
COc1ccc(NC(=O)CCCn2nc(C)c3c(C)n(-c4ccccc4)nc3c2=O)cc1OC
 : -0.8, -20, -23, -1.5, 7, -8, -16, -8, -2.0
CCCn1c(=N)c(C(=O)NCc2ccc3c(c2)OCO3)cc2c(=O)n3cccc(C)c3nc21
 : -1.8, -10, -2, -0.5, -7, -1, -17, -4, -2.1
CSc1nc(NNC=O)cc(Oc2ccc(NC(C)=O)cc2)n1
 : 0.6, 5, -12, 9.8, -3, 9, 2, -3, 0.5
Cc1cc(C(F)(F)F)c2c(N)c(C(=O)NC3CC3)sc2n1
 : 0.1, -24, 2, 0.8, -6, 10, -22, -8, -0.1
O=C1[C@H]2[C@@H](c3ccc(F)cc3)N3C(=O)N(c4cccc(Cl)c4)C(=O)[C@@]3(Cc3ccccc3)[C@H]2C(=O)N1C1CCCCC1
 : 1.2, 19, ., 0.0, -4, -6, -28, -13, 0.9
O=C(CSc1ccc(-c2ccco2)nn1)N1CCCCCC1
 : -1.6, -4, -14, 0.0, -8, 11, -22, -8, -1.6
CC(=O)N(c1ccc2oc(=O)sc2c1)S(=O)(=O)c1ccc(C(=O)O)cc1
 : -0.5, -7, -6, -0.1, 2, 0, 2, 5, 0.8
COc1ccc(NC(=O)Cn2c3ccccc3c3nc4n(c(=O)c32)CCS4)cc1
 : -0.4, -19, 5, 0.1, -6, 16, -5, -1, 0.0
Cn1c(/N=C/c2cc(Cl)ccc2O)nc2ccccc21
 : -0.4, 4, -14, ., -4, ., 4, ., 1.0
O=C(O)c1nn(CCOc2ccccc2F)c(=O)c2ccccc12
 : 3.0, -4, -12, 4.9, -5, 17, -14, -16, 2.1
CN(C(=O)C1CC1)c1ccccc1
 : ., -16, ., -0.2, ., -5, ., -5, .
CC1(C)CC(=O)c2cc(OCC(=O)NCCN3CCCc4ccccc43)ccc2O1
 : 0.1, -11, -4, 0.8, 0, 17, -12, -16, -0.3
COc1ccc(-c2cc(C(=O)Nc3cc(S(=O)(=O)N4CCOCC4)ccc3N3CCOCC3)c3ccccc3n2)cc1
 : 1.1, 54*, -10, 5.9, -8, -2, 4, -8, 1.1
O=C(c1ccc(F)cc1)N1CCCC(C(=O)N2CCCCC2)C1 (stereo unspecified)
 : -0.8, -12, -10, 1.1, -8, -4, -10, -8, 0.0
Oc1ccc(N=Nc2ccc3c(c2)OCO3)c2ccccc12
 : 0.9, ., -12, ., -1, ., 4, ., 1.0
Cc1cc(C)nc(SC2c3cccc4cccc(c34)C2NS(=O)(=O)c2ccccc2)n1 (stereo unspecified)
 : 0.4, 7, -11, 0.1, -12, -14, -27, 19, -1.9
FC(F)(F)c1cccc(CN2CCC(c3cc(-c4cccs4)n[nH]3)CC2)c1
 : 2.7, -9, 5, 1.7, -3, 9, -23, -5, 0.7
COc1ccc(/C=C/C(=O)c2ccc([N+](=O)[O-])o2)cc1
 : 0.2, 5, ., 0.3, 1, 18, -12, -9, 1.2
O=C(COC(=O)Cn1cnc2ccccc21)Nc1ccc(Br)cc1
 : ., 24, ., 0.5, ., -11, ., 9, .
C#CCNC(=O)C1=C[C@@H](C2CCCCC2)C[C@@H](OCc2ccc(CO)cc2)O1
 : 1.3, -3, 8, 0.2, -8, 8, -6, -3, 0.9
O=C(N/C(=C/C=C/c1ccccc1)C(=O)N1CCOCC1)c1ccccc1Cl
 : 0.2, 9, -2, 0.7, -16, -12, -18, -12, 1.0
O=C(CNC(=O)c1ccc(Br)o1)Nc1ncccc1O
 : 0.7, -19, ., 0.7, -14, 8, 4, -10, 0.4
CCOc1ccccc1NC(=O)COC(=O)c1cc[n+]([O-])cc1
 : 0.1, -15, -4, 0.2, -5, 2, -27, -9, 1.2
COc1cc(NS(=O)(=O)c2ccc(NC(=O)/C(=C/c3ccccc3Cl)NC(=O)c3ccccc3)cc2)nc(OC)n1
 : 0.9, 8, 4, 1.9, -2, 16, -5, -11, 0.2
CCn1nc(C)c(NC(=O)CCCSc2nc(-c3ccco3)cc(C(F)(F)F)n2)c1C
 : 6.3, 11, -8, 2.7, -24, 20, -7, -8, 3.3
CCCn1c(SCC(=O)N2CCCC(C)C2)nnc1-c1ccccn1 (stereo unspecified)
 : 1.4, 2, -4, 2.1, -3, 26, -8, -15, 0.7
CC1Cc2nc(SCC(=O)N3CCCc4ccccc43)n(C)c(=O)c2S1 (stereo unspecified)
 : 2.7, -23, -5, 7.1, -6, 4, -6, 0, -1.1
CCOC(=O)c1c(N2C(=O)Nc3cc(Cl)c(Cl)cc3N2O)sc2c1CCCCC2
 : -0.9, ., -7, -0.2, -8, 12, 5, -6, -1.9
Cn1c(SCc2ccc(C#N)cc2)nnc1-c1ccncc1
 : -0.5, -4, -12, 0.0, 5, -21, -13, 13, -0.4
O=C(O)/C=C/c1ccc(Cn2ccnc2)cc1
 : -0.1, -25&6, ., -0.2&4.4, 2, 4&-3, -9, 2&13, -0.2
COc1ccccc1CNC(=O)c1cc(C)nc2ccccc12
 : 0.6, 10, -7, 5.9, 2, 21, -9, -15, 0.3
C=CCn1c(=O)c2ccccc2n2c(SCC(=O)NCC)nnc12
 : -0.3, 2, -15, -0.4, -2, -9, -11, -3, -0.2
COCCn1c(-c2ccccc2)cnc1SCC(=O)Nc1cccc2ccccc12
 : 0.2, -4, 15, 1.1, -3, 12, -27, 3, -2.8
Cc1ccc(C(=O)C(OC(=O)c2cnccn2)c2ccccc2)cc1 (stereo unspecified)
 : 0.1, 4, -8, 1.6, 1, 12, -5, -11, -1.2
COc1ccc(-c2cc(NC=O)c3ncc(-c4cccc(C(=O)N(C)C)c4)n3c2)c(OC)c1
 : ., 14, ., 5.2, ., 6, ., 3, .
COc1ccc(NC(=O)c2ccccc2NC(=O)C2CCCO2)cc1 (stereo unspecified)
 : -0.4, 0, -11, 0.3, 2, -2, -10, -5, -0.1
Cc1ccc(S(=O)(=O)Nc2nncs2)cc1
 : 0.4, -1, -12, 0.1, -9, 16, -9, -6, 0.5
COc1ccccc1NC(=O)C1=C(C)Nc2ncnn2C1c1ccccc1C (stereo unspecified)
 : 0.2, 2, -11, 0.5, 3, 5, -10, 2, 1.6
Cc1ccc(SC(=O)c2c([N+](=O)[O-])c(C)nn2C)cc1
 : -0.6, -16, 9, 0.5, -7, -11, -8, 6, -2.5
CC(=O)Nc1cccc(C(=O)Nc2cccnc2)c1
 : 1.4, 13, -9, 1.2, 4, 6, -13, -12, 0.8
O=C(/C=C/Nc1ccccc1)c1ccccc1
 : -0.7, 8, -6, -0.1, -14, 2, -4, 1, -1.5
CCCCC(=O)Nc1cccc(-c2nnc(-c3ccccc3)o2)c1
 : 1.6, 43, -10, 5.8, -3, 21, -13, -13, -1.2
CCOc1ccc(CCNC(=O)CN2C(=O)CCSc3ccccc32)cc1OCC
 : -1.0, -7, 2, 1.2, -1, 3, -12, -11, -0.6
COC(=O)[C@H](CC(C)C)NC(=O)Nc1ccc(S(N)(=O)=O)cc1
 : -0.2, -8, -14, 0.7, -5, -17, -5, -3, 0.3
COc1cc(NC(=O)c2cc([N+](=O)[O-])ccc2NC(=O)CN2CCN(c3ccccn3)CC2)cc(OC)c1
 : 0.2, 61*, -12, 2.5, -13, -2, -2, -4, -0.6
CC1CCCCN1CC(=O)Nc1cc(S(=O)(=O)N2CCOCC2)ccc1N1CCCC1 (stereo unspecified)
 : -0.5, -34, -9, 0.3, -2, 14, -5, -18, 0.0
COc1ccccc1C(=O)Nc1ccc(C(=O)N2CCCC2)cc1
 : -0.7, 0, -6, -0.5, -2, 13, 2, -7, -0.4
CC(C)(C)OC(=O)[C@H](Cc1ccccc1)NC(=O)c1nc[nH]c1C(=O)NCCCCCN
 : -0.8, 5, ., -0.3, -8, -4, -3, -8, -0.8
O=C(/C=C/c1cccc(F)c1)OCC(=O)c1ccc[nH]1
 : 2.7, 1, ., 4.1, -11, 5, 9, -6, 2.6
